CHT PAM – allosterically activates the human high affinity choline transporter; CHT-expressing cells, membrane potential dye, choline EC20; hits give high values; LV-AA mutant CHT in HEK293 cells; Q9GZV3; AID 488977; actives 0.49% (n = 310,000); B-score at 10 µM;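 active = initial fluorescence not abnormally high and integrated response B-score, plate-corrected, over 3 SD above library mean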
Target sequence (Q9GZV3 whole entry, looked up): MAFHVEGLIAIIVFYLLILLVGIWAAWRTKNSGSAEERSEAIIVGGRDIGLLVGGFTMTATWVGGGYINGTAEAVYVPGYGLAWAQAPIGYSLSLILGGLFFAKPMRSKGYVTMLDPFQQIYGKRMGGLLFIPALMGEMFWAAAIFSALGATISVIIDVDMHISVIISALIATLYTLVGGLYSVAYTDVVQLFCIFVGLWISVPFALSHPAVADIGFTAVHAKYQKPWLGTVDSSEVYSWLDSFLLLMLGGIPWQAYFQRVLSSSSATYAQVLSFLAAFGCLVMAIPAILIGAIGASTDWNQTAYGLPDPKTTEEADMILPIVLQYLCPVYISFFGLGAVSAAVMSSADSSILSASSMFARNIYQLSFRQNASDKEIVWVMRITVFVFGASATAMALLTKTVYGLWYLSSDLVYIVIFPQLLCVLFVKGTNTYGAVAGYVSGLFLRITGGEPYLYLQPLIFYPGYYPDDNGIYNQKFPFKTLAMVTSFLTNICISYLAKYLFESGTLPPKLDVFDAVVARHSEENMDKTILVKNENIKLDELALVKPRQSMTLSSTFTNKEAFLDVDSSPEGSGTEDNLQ
CHT inh – inhibits the human high affinity choline transporter; Q9GZV3; CHT-expressing cells, membrane potential dye, choline response; hits give low values; B-score at 10 µM; actives 0.86% (n = 310,000);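 active = B-score over 3 SD under the library average, and starting fluorescence ratio not unusually high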;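 also: choline stimulus applied at its EC90 after an EC20 pre-addition; B-score computed on integrated fluorescence ratio after choline addition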
* hit, by the source's call; i = inactive. Rows were taken by chance; 1.4% or so of the library scored in one or more.

entry	structure	CHT PAM	CHT inh
1	O=C(c1ccco1)N1CCN(c2cccc(Cl)c2)CC1	i	i
2	CC(C)OC(=O)C(C)(C)Oc1ccc(C(=O)c2ccc(Cl)cc2)cc1	i	i
3	CC(=O)Nc1nnc(-c2ccc3c(c2)CCCC3)o1	i	i
4	Cc1c(C)c2c(OCC(=O)Nc3cccnc3)cc3c(c2oc1=O)CCC(C)(C)O3	i	i
5	CCn1nc(C(=O)NCC(c2cccs2)N2CCOCC2)c2ccccc2c1=O (stereo not given)	i	i
6	CCOc1cc(/C=N/NC(=O)c2cccnc2)ccc1OCc1ccc(C(=O)OC)o1	i	i
7	O=C(CSc1nncs1)Nc1ccc2c(c1)OCO2	i	i
8	CN(C)S(=O)(=O)c1cccc(C(=O)Nc2ccccc2N2CCCCC2)c1	i	i
9	CSc1nnc(-c2cc3c(-c4ccccc4)nn(C)c3s2)n1C	i	i
10	COc1ccc(C2N=C(N)N=C(N)N2c2ccccc2OC)cc1OC (stereo not given)	i	i
11	Cc1ccc2c(c1)N(C(=O)CCC(=O)NCCCN1CCOCC1)CCO2	i	i
12	COc1ccc(Cl)cc1NC(=O)N1CCN(S(C)(=O)=O)CC1	i	i
13	O=C(c1ccc(CS(=O)c2ccccc2Cl)o1)N1CCN(c2ccccn2)CC1 (stereo not given)	i	i
14	CC(C)(C)C1CCc2onc(C(=O)Nc3cccnc3)c2C1 (stereo not given)	i	i
15	CCN(CC)CCNC(=O)C(C)c1nn(CC)c(=O)c2ccccc12 (stereo not given)	i	i

The final 2 entries of the part above lead into the next:
entry	structure	CHT PAM	CHT inh
14	CC(C)(C)C1CCc2onc(C(=O)Nc3cccnc3)c2C1 (stereo not given)	i	i
15	CCN(CC)CCNC(=O)C(C)c1nn(CC)c(=O)c2ccccc12 (stereo not given)	i	i
16	CCCCN(CC)CCNC(=S)Nc1ccc2nc(N3CCN(C)CC3)cc(C)c2c1	i	i
17	CC(=O)Nc1ccc(S(=O)(=O)N2CCCC(C(=O)O)C2)cc1 (stereo not given)	i	i
18	CCOC(=O)/C(C(N)=NCC(C)C)=C(/O)c1ccccc1	i	i
19	CN1CCN(C(=O)c2ccc3c(c2)N(Cc2cccc(Cl)c2)C(=O)c2ccccc2S3(=O)=O)CC1	i	i
20	O=C1OC(Nc2ccc(Br)cc2F)c2ccccc21 (stereo not given)	i	i
21	COc1ccccc1/C=N/NC(=O)c1ccc(Cn2nc([N+](=O)[O-])cc2C)cc1	i	i
22	Cc1cc(NS(=O)(=O)c2ccc(NC(=O)/C=C/c3c(F)cccc3Cl)cc2)no1	i	i
23	Cc1nnc(NCc2cccc(Cl)c2)c2ccccc12	i	-10*
24	Cc1ccc(NC(=O)/C=C\C(=O)O)c([N+](=O)[O-])c1	i	i
25	Cc1ccc(-n2c(SCC(=O)N3Cc4ccccc4CC3C(=O)O)nnc2-c2cccnc2)c(C)c1 (stereo not given)	i	i
26	CC1(C)Cc2c(sc3nc(-c4ccccc4Cl)n(N)c(=O)c23)CO1	i	i
27	O=C(NC(=S)Nc1nc(-c2ccc([N+](=O)[O-])cc2)cs1)c1ccco1	i	i
28	CC(C)(C)n1nnnc1C(c1ccncc1)N(Cc1ccccc1)Cc1ccco1 (stereo not given)	i	i
29	CCC(C)c1ccc(NC(=O)NCc2cccnc2)cc1 (stereo not given)	i	i
30	O=C(C1=C[C@H](c2ccc(C(F)(F)F)cc2)C[C@H](OCc2ccc(CO)cc2)O1)N1CCN(Cc2ccc3c(c2)OCO3)CC1	i	i
31	COc1cc2c(cc1OC)C(Cc1ccc(O)cc1)NCC2 (stereo not given)	i	i
32	COn1c(SCc2cccnc2)nc2ccccc2c1=O	i	i
33	CC1CCN(C(=O)C2CCCN2S(=O)(=O)c2ccc(Cl)cc2)CC1 (stereo not given)	i	i
34	COc1ccc(C2/C(=C(\O)c3ccc4c(c3)OCCO4)C(=O)C(=O)N2CCCN(C)C)c(OC)c1 (stereo not given)	i	i
35	Nc1nonc1-n1nncc1-c1ccccc1	i	i
36	CC(C)CC(=O)N1CCN(S(=O)(=O)c2ccccc2)CC1	i	i
37	Cc1ccc(S(=O)(=O)N(C)c2ccc(C(=O)Nc3c(C)n(C)n(-c4ccccc4)c3=O)cc2)cc1	i	i
38	Cc1ccnc(NS(=O)(=O)c2cc(C(F)(F)F)ccc2Cl)c1	i	i
39	CCC(C)(C)NC(=O)c1cc(S(=O)(=O)N2CCc3ccccc32)cn1C	i	i
40	COc1cccc2[nH]c3c(N4CCCC(C)C4)ncnc3c12 (stereo not given)	i	i
41	Cc1cc(C(=O)N2CCCCCC2)cs1	i	i
42	C/C(=N\NC(=O)c1c(Cl)c(C)nn1C)c1ccc(NC(=O)COc2ccc(Cl)cc2C)cc1	i	i
43	Cc1nccc2[nH]c(=O)c(C(=O)NC(C)CCc3ccccc3)cc12 (stereo not given)	i	i
44	Cc1ccc(NC(=O)c2oc3ccccc3c2NC(=O)c2ccc3c(c2)OCO3)cc1	i	i
45	Cc1ccc(NC(=S)N2CCCC2)cc1C	i	i
46	Cc1ccccc1C(=O)Nc1ccccc1C(=O)NCC(C)C	i	i
47	O=C(NCc1ccccn1)c1ccc(NC(=O)c2ccco2)cc1	i	i
48	CC(O)CNCc1cccc2ccccc12 (stereo not given)	i	i
49	COCCNC(=O)c1ccc(CSCc2cccc(Cl)c2)o1	i	i
50	CCCCc1ccc(S(=O)(=O)N/N=C(/C)c2ccncc2)cc1	i	i
51	CCC(=O)Nc1cc(C(=O)OCC(=O)c2ccccc2Cl)ccc1C	i	i
52	O=C(Nc1cc(Cl)ccc1N1CCOCC1)c1ccc(N2CCCC2=O)cc1	i	i
53	Cc1nc(-c2ccc3c(c2)OCCO3)cs1	i	i
54	Cc1scc(C(=O)NNC(=S)NCc2ccccc2)c1C	i	i
55	CN(c1ccc(OCC(=O)OCc2nnc(-c3ccccc3)o2)cc1)S(=O)(=O)c1ccc(Cl)cc1	i	i
56	Cc1ccc(C(=O)NC(=S)NCCCN2CCOCC2)cc1	i	i
57	Cn1c(CNC(=O)c2ccccc2F)nnc1SCc1ccc(Cl)cc1	i	i
58	Cc1ccc(SCc2nc3ccccc3[nH]2)cc1	i	i
59	CCc1ccccc1N(CC(=O)NC1CCCCC1)C(=O)CCCC(=O)Nc1ccccn1	i	i
60	COc1ccccc1CNC(=O)COc1ccc2c(c1)CCC2	i	i
61	C/C(=N\NC(=O)c1ccccc1F)c1ccc2c(c1)Nc1ccccc1S2	i	i
62	CCOC(=O)C(NC(=O)c1ccccc1)=C(C)C	i	i
63	COc1cccc(NC(=O)CCC2CCN(C(=O)c3cccc(NC(C)=O)c3)CC2)c1	i	i
64	Cc1ccc2c(c1)N(C(=O)CCC(=O)NCC(C)c1ccccc1)CC(C)O2 (stereo not given)	i	i
65	Cc1cccc[n+]1C1C(c2ccc([N+](=O)[O-])cc2)C(C#N)=C(C(=C=[N-])C#N)NC1(O)C1CC1 (stereo not given)	i	i
66	O=C(O)C(=O)/C(=C\c1ccc([N+](=O)[O-])cc1)c1ccc2ccccc2n1	i	i
67	COc1ccc(NC(=O)c2cc(OC)c(OC)c(OC)c2)cn1	i	i
68	COc1ccccc1NC(=O)c1cnc(SCC(=O)NCC2CCCO2)n(C)c1=O (stereo not given)	i	i
69	Cn1c(CC(=O)Nc2ccc(F)cc2)nnc1SCC(=O)NC1CCCCC1	i	i
70	COc1ccc(NC(=O)c2cc3ccc4c5ccccc5[nH]c4c3cc2O)cc1	i	i
71	Cc1cccc(N2CCN(Cc3cnc(Cl)s3)CC2C)c1 (stereo not given)	i	i
72	CCNC(=O)C(C)Oc1ccc(Cl)cc1Cl (stereo not given)	i	i
73	CCOc1ccc(C(=O)Nc2cccc(-c3cc4ccccc4oc3=O)c2)cc1[N+](=O)[O-]	i	i
74	CC(C)CN(C(=O)CCCc1nc2ccccc2c(=O)[nH]1)c1c(N)n(Cc2ccccc2)c(=O)[nH]c1=O	i	i
75	CCn1c(SCC(=O)NNC(=O)c2ccc(OC)cc2)nnc1C1CC1	i	i

Later entries.
entry	structure	CHT PAM	CHT inh
76	CC(SCc1ccccc1)C(=O)N/N=C/c1ccc(OCC(=O)NCc2ccco2)cc1 (stereo not given)	i	-8.1*
77	CCOC(=O)N1CCN(C(=O)CN(c2cccc(OC)c2)S(C)(=O)=O)CC1	i	i
78	c1cnc(-c2noc(CN3CCN(C4C5CC6CC(C5)CC4C6)CC3)n2)cn1 (stereo not given)	i	i
79	CC(=O)NC12CC3CC(C1)CC(C(=O)OCC(=O)Nc1ncc(Cl)c(C)c1Cl)(C3)C2	i	i
80	N#Cc1ccccc1OCCOCCNC1CCCC1	i	i
81	CCNc1nc(Cl)nc(N(NC(C)=O)C(C)CC)n1 (stereo not given)	i	i
82	CC(=O)c1sc(N/N=C\c2ccc(N(C)C)cc2)nc1C	i	i
83	NC(=O)CC[C@H](NC(=O)[C@H](Cc1ccccc1)n1c(=O)[nH]c2ccccc2c1=O)C(=O)N1CCC[C@H]1C(=O)O	i	i
84	CCCCC(=O)Nc1cccc(NC(=S)NC(=O)COc2ccccc2Cl)c1	i	i
85	Nc1c(N2CCCC2)cc(Cl)c2nonc12	i	i
86	O=C1Nc2ccccc2/C1=C/c1ccccc1F	i	i
87	NC(=O)c1ccccc1NC(=O)Nc1cccc(Cl)c1	i	i
88	Cc1cc(NC(=O)c2cc(-c3ccncc3)nc3c(C)cccc23)no1	i	i
89	O=C(Nc1nc2ccccc2[nH]1)c1cccc(Cl)c1	i	i
90	O=C(COC(=O)C1(c2ccc(F)cc2)CCCC1)NC1CC1	i	i
91	O=c1[nH]c(COc2ccc(Cl)cc2Cl)nc2ccccc12	i	i
92	CCOC(=O)c1cccc(NC(=O)c2cnccn2)c1	i	i
93	Cc1onc(-c2c(Cl)cccc2Cl)c1C(=O)ONC(=O)c1ccccc1	i	i
94	CCCCN1C(=O)C(O)=C(C(C)=O)C1c1ccccc1[N+](=O)[O-] (stereo not given)	i	i
95	Nc1c(Nc2ccccc2)c2ccccc2oc1=O	i	i
96	O=C1c2ccccc2C(=O)N1CCN1CCCCC1	i	i
97	COC(=O)c1cn(CC(=O)Nc2ccc(F)cc2)c2ccccc12	i	i
98	COc1ccc(S(=O)(=O)NCCN2CCNC2=O)cc1OC	i	i
99	COC(=O)Cc1cc(=O)oc2c(C)c(O)ccc12	i	i
100	COc1ccccc1N1CCN(C(=O)c2oc3c(c2C)C(=O)CC(C)(C)C3)CC1	i	i
101	COCCCNC(NC(=O)c1ccc(C)cc1)C(Cl)(Cl)Cl (stereo not given)	i	i
102	C=CCNc1nc(NCC)nc(N2CCOCC2)n1	i	i
103	CCCCn1c(N)c(N(CC)C(=O)c2ccc3c(c2)S(=O)(=O)c2ccccc2C3=O)c(=O)[nH]c1=O	i	i
104	COc1cc(NC(=O)C2=CC(c3ccco3)=NS(=O)(=O)N2C)cc(OC)c1OC	i	i
105	CCCCCN(C(=O)CCC(=O)OCC(=O)c1ccc(F)c(F)c1)c1c(N)n(CCCC)c(=O)[nH]c1=O	i	i
106	CS(=O)(=O)N(CC(=O)N1CCc2ccccc2C1)c1ccc2c(c1)OCO2	i	i
107	CC12CC3CC(C)(C1)CC(C(=O)N1CCN(C(=O)C4CCCO4)CC1)(C3)C2 (stereo not given)	i	i
108	Cc1ccc(NC(=S)NCc2ccc3c(c2)OCO3)cc1	i	i
109	O=c1c2[nH]c3ccc(F)cc3c2ncn1CCCN1CCOCC1	i	i
110	Cc1nnc(NC(=O)c2ccc3ccccc3c2)o1	i	i
111	Cc1ccc2cccc(S(=O)(=O)N3CCN(c4ccccc4F)CC3)c2n1	i	i
112	CC/C(=N\NC(N)=O)c1ccc(OC(F)F)cc1	i	i
113	Oc1ccc(N=Nc2ccc3c(c2)OCO3)c2ccccc12	i	i
114	O=C(C1CC1)N1CCc2cc(Br)cc(S(=O)(=O)NC3CCCCC3)c21	i	i
115	Cc1ccc(OCC(=O)Nc2ccccc2Sc2ccccc2)c([N+](=O)[O-])n1	i	i
116	COC(=O)c1cc(OC)c(OC)cc1NC(=O)CN1CCOCC1	i	i
117	CCC(=O)c1cn(CC(=O)Nc2ccccc2Cl)c2ccccc12	i	i
118	O=C(CCNC(=O)N1CC(=O)Nc2ccccc21)Nc1ccc(Br)cc1F	i	i
119	COC(=O)c1ccsc1NC(=O)C1COc2ccccc2O1 (stereo not given)	i	i
120	Cc1cc(-n2ccc(=O)[nH]c2=O)nc(-c2ccccc2)n1	i	i

Single records (already shown).
Cc1nnc(NC(=O)c2ccc3ccccc3c2)o1 across the screens: CHT PAM = i; CHT inh = i
CS(=O)(=O)N(CC(=O)N1CCc2ccccc2C1)c1ccc2c(c1)OCO2 across the screens: CHT PAM = i; CHT inh = i
Oc1ccc(N=Nc2ccc3c(c2)OCO3)c2ccccc12 across the screens: CHT PAM = i; CHT inh = i

Additional results:
entry	structure	CHT PAM	CHT inh
121	CCOc1cccc(/C=C(/C#N)c2nc3ccccc3[nH]2)c1OCC(=O)O	i	i
122	CCN(CCCCN1C(=O)c2ccccc2C1=O)c1ccc2c(c1)C(=O)N(C)C2=O	i	i
123	CNc1cc(N2CCN(S(=O)(=O)N(C)C)CC2)ccc1[N+](=O)[O-]	i	i
124	CC(O)c1nc2ccccc2n1Cc1nnc(-c2ccc(Cl)cc2)o1 (stereo not given)	i	i
125	Cc1cccc(Nc2nc(N3CCCCC3)nc(N3CCCCC3)n2)c1	i	i
126	CC(C)(C)c1csc(NC(=O)c2ccccc2O)n1	i	-6.8*
127	Cn1c(CN2CCCC2)nc2cc(NC(=O)c3cccs3)ccc21	i	i

Assay outcomes: PubChem, Johns Hopkins Ion Channel Center
